GPR151 activ = human GPR151 activation; PathHunter beta-arrestin GPR151 cells, luminescence; Q8TDV0; activation, % at 11.2 µM; 1% of 650,000 active; in the data active = activation above about 4.9%;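 also: 0% = median of compound wells and 100% = cells with positive control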
Target sequence (Q8TDV0 whole entry, looked up): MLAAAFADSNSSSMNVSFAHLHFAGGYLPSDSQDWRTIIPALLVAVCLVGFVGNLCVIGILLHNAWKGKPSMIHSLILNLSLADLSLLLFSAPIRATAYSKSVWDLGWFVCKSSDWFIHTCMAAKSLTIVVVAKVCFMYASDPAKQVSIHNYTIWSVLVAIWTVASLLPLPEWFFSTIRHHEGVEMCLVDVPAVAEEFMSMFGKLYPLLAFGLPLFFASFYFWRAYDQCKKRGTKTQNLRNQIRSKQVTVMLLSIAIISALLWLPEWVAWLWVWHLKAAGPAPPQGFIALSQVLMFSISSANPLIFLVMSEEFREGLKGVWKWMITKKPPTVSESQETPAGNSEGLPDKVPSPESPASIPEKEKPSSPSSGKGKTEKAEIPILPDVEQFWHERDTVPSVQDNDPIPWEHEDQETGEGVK
FBW7 activator = human FBW7 E3 ligase activation, primary screen | 0.13% of 650,000 active | AlphaScreen FBW7–phospho-cyclin E peptide binding, activator screen | normalized activity (activation), % at 26.1 µM; in the data active = normalized activity above about 1.9%;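 also: purified mutant Fbw7 with reduced substrate affinity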
Target sequence (Q969H0 whole entry, looked up): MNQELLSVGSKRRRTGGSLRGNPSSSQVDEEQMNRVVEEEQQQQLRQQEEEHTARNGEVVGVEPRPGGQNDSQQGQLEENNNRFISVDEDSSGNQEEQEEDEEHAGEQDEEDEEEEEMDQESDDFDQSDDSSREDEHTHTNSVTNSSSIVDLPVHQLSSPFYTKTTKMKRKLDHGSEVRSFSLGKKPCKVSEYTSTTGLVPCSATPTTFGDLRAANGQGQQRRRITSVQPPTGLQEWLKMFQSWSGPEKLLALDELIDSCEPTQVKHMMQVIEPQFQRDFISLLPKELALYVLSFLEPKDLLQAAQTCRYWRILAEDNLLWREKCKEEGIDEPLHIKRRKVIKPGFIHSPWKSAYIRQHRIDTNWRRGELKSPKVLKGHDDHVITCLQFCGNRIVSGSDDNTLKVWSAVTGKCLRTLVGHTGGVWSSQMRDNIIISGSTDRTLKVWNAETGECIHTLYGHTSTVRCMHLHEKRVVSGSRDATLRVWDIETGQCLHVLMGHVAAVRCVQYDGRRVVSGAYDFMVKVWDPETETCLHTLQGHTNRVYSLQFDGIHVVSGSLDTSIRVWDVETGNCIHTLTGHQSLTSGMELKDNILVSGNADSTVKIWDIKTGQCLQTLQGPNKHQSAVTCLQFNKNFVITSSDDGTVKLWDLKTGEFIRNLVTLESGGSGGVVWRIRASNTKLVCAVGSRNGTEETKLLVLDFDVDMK
TEAD-YAP inh = TEAD-YAP interaction inhibition; HEK-TIYL cells, TEAD-Gal4/YAP UAS-luciferase luminescence; inhibition, % at 9.12 µM; 1.4% of 640,000 active; in the data active = inhibition above about 32%;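 also: 0% = median of test compound wells and 100% = reference inhibitor wells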
MITF primary = human MITF inhibition, primary screen; O75030; AlphaScreen MITF homodimerization, bead proximity signal; inhibition, % at 2.6 µM; 0.91% of 650,000 active; in the data active = inhibition above about 50%;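 also: 0% = vehicle wells with protein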
An asterisk follows results filed as active; . = not tested or not shown.

#	Molecule	MITF primary	FBW7 activator	TEAD-YAP inh	GPR151 activ
1	Cc1sc2c(c1C)c(=O)n(-c1ccccc1)c1nnc(C)n21	5	-0.1	1	0.3
2	COc1ccc(OC)c(-c2cc(C(=O)Nc3cc(C)on3)no2)c1	-11	0.0	3	-1.6
3	CCOc1cc(C(=O)Nc2cc(C)nn2C)cc(OCC)c1OCC	-14	-0.1	-4	-0.3
4	CC(C)Oc1ccccc1NC(=O)CCn1c(=O)oc2ccccc21	-3	-0.1	6	0.9
5	COc1ccc(C(=O)C(C)OC(=O)CN2C(=O)NC(C)(C)C2=O)cc1 (stereo not given)	-3	0.0	12	0.3
6	CCn1c(SCC(=O)N/N=C/c2cccc(O)c2)nnc1-c1ccccc1	-10	0.0	14	0.4
7	Cc1nc2ccccn2c1C(=O)N1CCCCCC1	14	0.3	3	-0.7
8	Cc1nnc(N/N=C\c2c(Cl)cccc2Cl)[nH]c1=O	17	-0.1	-5	-0.9
9	Cc1ccc(-c2nnn(CC(=O)N3CCc4ccccc43)n2)c(-n2cnnn2)c1	5	-0.1	16	4.1
10	COCCNC(=O)NC(=O)CN1C(=O)NC(Cc2c[nH]c3ccccc23)C1=O (stereo not given)	13	0.0	7	-0.7
11	COc1nn(C)cc1C(=O)NCC(=O)Nc1ccc(Br)c(C)c1	1	-0.1	6	0.4
12	CCN(CC)C(=O)Cn1c(-c2cccc(C)c2)nc2ccccc2c1=O	-5	-0.1	-23	-0.1
13	CC1CCc2c(sc(NC(=O)c3ccc(N4CCOCC4)c([N+](=O)[O-])c3)c2C#N)C1 (stereo not given)	-8	-0.1	3	-1.1
14	O=C(Cn1cnc2sc3c(c2c1=O)CCCC3)NCCC(=O)N1CCN(Cc2ccccc2)CC1	15	0.1	7	0.1
15	CN(Cc1nccs1)C(=O)CN1Cc2ccccc2OC(c2ccccc2F)C1 (stereo not given)	3	1.2	2	6.6*
16	COc1ccc(C(=O)c2ccccc2)c(OCC(=O)NCCc2ccc(OC)c(OC)c2)c1	-5	0.0	-7	0.4
17	COc1cccc2cc(-c3cc(=O)oc4cc(OCC(C)=O)ccc34)c(=O)oc12	-12	0.0	-2	0.1
18	Cc1nc(NC(=O)CSc2nc3c(C)cccc3cc2C#N)sc1C	6	-0.1	-3	-0.2
19	Cc1ccc(C(=O)Nc2ccccc2[N+](=O)[O-])cc1	-3	-0.1	-41	-6.6
20	C=CCn1c(C)cn2c3c(=O)n(Cc4ccccc4)c(=O)n(C)c3nc12	-12	-0.1	3	3.5
21	COc1ccc(C2(NC(=O)Cn3ncc4ccccc4c3=O)CCCCC2)cc1	5	-0.1	-1	2.7
22	CC1CCN(S(=O)(=O)c2cccc(C(=O)NC(C)C)c2)CC1	-5	-0.2	-5	0.5
23	CCc1ccc(-c2nnc(-c3cccc([N+](=O)[O-])c3)o2)cc1	13	0.2	-38	1.3
24	CC(C)C(NC(=O)C1CCCCC1)C(=O)N1CCN(c2ccccn2)CC1 (stereo not given)	0	0.0	11	-0.2
25	Cc1nc(-c2ccc(F)cc2)cc(N2CCCCC2)n1	-1	-0.1	-4	-1.3
26	CCN(Cc1ccncc1)C(=O)CCc1nnc(CCC2CCCCC2)o1	9	0.0	-7	-0.3
27	CCOc1ccc(S(=O)(=O)NCc2ccco2)c2ccccc12	13	0.5	-2	1.1
28	O=C(O)CCN(CCC(=O)O)c1nnc(-c2ccccc2)o1	-3	0.1	-5	-0.5
29	CC1(C)CC(=O)c2c(oc3c(Br)cc(NS(=O)(=O)c4ccccc4)cc23)C1	7	0.0	0	-0.1
30	C=CCN(C(=O)CNC(=O)c1cccs1)C(C(=O)NC1CCCC1)c1ccc(F)cc1 (stereo not given)	0	-0.1	16	0.9

Reprinted from the part before: 2 compounds, then new ones.
#	Molecule	MITF primary	FBW7 activator	TEAD-YAP inh	GPR151 activ
29	CC1(C)CC(=O)c2c(oc3c(Br)cc(NS(=O)(=O)c4ccccc4)cc23)C1	7	0.0	0	-0.1
30	C=CCN(C(=O)CNC(=O)c1cccs1)C(C(=O)NC1CCCC1)c1ccc(F)cc1 (stereo not given)	0	-0.1	16	0.9
31	O=C1C[C@@H](O)C(O)[C@@H]2[C@@H]3C(=O)N(C[C@@H]4CCCO4)C(=O)[C@@H]3CC[C@H]12 (stereo not given in full)	0	0.0	.	0.9
32	N#CC1=C(N)C(C#N)(C#N)C(c2ccc(Cl)c(Cl)c2)C2CCCC=C12 (stereo not given)	8	-0.1	2	-0.6
33	CCc1ccccc1NC(=O)CN1C(=O)CCc2ccccc21	1	-0.2	4	-0.8
34	CC(C)(C)NC(=O)N1CCC2(CC1)OCc1ccccc1O2	15	1.1	12	1.6
35	O=C(Nc1nnc(-c2ccco2)o1)c1cc(Cl)ccc1Cl	11	0.0	0	-1.5
36	CCOc1ccc(C2NC(=O)NC(C)=C2C(=O)OCc2ccc3c(c2)OCO3)cc1 (stereo not given)	15	0.3	56*	0.3
37	O=C(CNS(=O)(=O)c1ccc(Cl)cc1)OCc1ccc([N+](=O)[O-])cc1	-3	0.0	3	1.2
38	CCOC(=O)C1=C(C)NC2=C(C(=O)CC(c3ccc(Cl)cc3)C2)C1c1ccc2c(c1)OCO2 (stereo not given)	14	1.4	9	-1.0
39	Fc1ccccc1-c1cn[nH]c1C1CCCN(Cc2ccco2)C1 (stereo not given)	-1	0.0	-4	-0.9
40	N/C(=N\OC(=O)CCC1CCCCC1)c1cccnc1	-1	0.1	-9	-0.1
41	COc1cccc(C(=O)NC(=S)Nc2ccc([N+](=O)[O-])cc2)c1	14	-0.2	0	-0.8
42	CCn1cc(CNc2nc(C)c(-c3ccn(Cc4ccccc4F)n3)s2)c(C)n1	6	0.2	19	0.2
43	COc1ccccc1NC(=O)CN(c1cc(Cl)ccc1OC)S(C)(=O)=O	0	0.1	1	-1.9
44	CCOC(=O)/C(C)=N/NC(=O)CCc1c[nH]c2ccccc12	0	-0.1	2	3.8
45	CCN(CC)c1ccc(C2C3=C(CC(C)(C)CC3=O)Nc3c2c(=O)n(C)c(=O)n3C)cc1 (stereo not given)	-1	-0.2	22	1.6
46	N#CC1=C(N)Oc2ccc3ccccc3c2C1c1ccc(F)cc1 (stereo not given)	-6	-0.1	-1	-0.6
47	COc1ccc([N+](=O)[O-])cc1C1=N/C(=C/c2ccc(Cl)cc2Cl)C(=O)O1	-6	-0.3	3	-2.3
48	CN(C)/C=C/C(=O)c1ccc(C(F)(F)F)cc1F	7	0.0	-2	0.5
49	COC(=O)c1ccccc1Nc1nc(-c2ccc(OC)cc2)no1	14	0.3	-1	4.9
50	CCCCC(=O)NC1(C(F)(F)F)C(=O)Nc2c1c(=O)[nH]c(=O)n2-c1ccc(F)cc1 (stereo not given)	5	0.0	6	0.3
51	COc1ccc(CCNC(=O)c2cnn3c(C)c(Cc4ccccc4Cl)c(C)nc23)cc1OC	7	0.0	-2	0.4
52	Nc1ccc(Oc2ccc(F)cc2)c(Cl)c1	0	0.2	0	4.4
53	COc1ccc(-n2c(-c3ccccc3)n[nH]c2=S)cc1	4	-0.2	7	1.4
54	COCCn1c(SCC(=O)Nc2ccccc2C)nnc1-c1c[nH]c2ccccc12	16	-0.1	-1	-0.4
55	Cc1ccc(C(=O)NNC(=O)C2=NNC(=O)CC2)cc1	4	-0.1	-16	2.3
56	O=C(CSCC(=O)Nc1nccs1)Nc1ccccc1	7	0.1	3	1.2
57	Cc1ccc(C(=O)Nc2ccc3oc(-c4cc(Br)ccc4Cl)nc3c2)cc1	-55	-0.2	0	-0.4
58	CCn1ncc(Br)c1C(=O)Nc1ccc(N(C)C)cc1	29	-0.1	-36	-0.7
59	COCCNC(=O)CN(Cc1cccs1)C(=O)CCC(=O)Nc1cc(C)on1	27	0.3	-10	-0.8
60	COc1cccc(CN(CCN2CCCC2)C(=O)Nc2ccc(-c3cn[nH]c3)cc2)c1	22	1.4	2	-0.3

Filtered by structure: the entries above with bromine (4)
#	Molecule	MITF primary	FBW7 activator	TEAD-YAP inh	GPR151 activ
11	COc1nn(C)cc1C(=O)NCC(=O)Nc1ccc(Br)c(C)c1	1	-0.1	6	0.4
29	CC1(C)CC(=O)c2c(oc3c(Br)cc(NS(=O)(=O)c4ccccc4)cc23)C1	7	0.0	0	-0.1
57	Cc1ccc(C(=O)Nc2ccc3oc(-c4cc(Br)ccc4Cl)nc3c2)cc1	-55	-0.2	0	-0.4
58	CCn1ncc(Br)c1C(=O)Nc1ccc(N(C)C)cc1	29	-0.1	-36	-0.7

Following part
#	Molecule	MITF primary	FBW7 activator	TEAD-YAP inh	GPR151 activ
61	CN1CCN(c2ncnc3c2oc2ccccc23)CC1	-4	0.1	-12	-0.5
62	O=C(Oc1ccc(/C=C/c2ccccn2)cc1)c1ccncc1	2	-0.3	1	-8.6
63	CCOC(=O)N1CCN(c2c(NC3CCCC(C)C3C)c(=O)c2=O)CC1 (stereo not given)	2	0.1	-2	1.6
64	O=C(Nc1ccc2nc3n(c(=O)c2c1)CCCCC3)c1c(F)ccc([N+](=O)[O-])c1F	9	0.0	36*	0.1
65	COc1cc(S(=O)(=O)N(Cc2ccccc2)Cc2cccs2)ccc1-n1cnnn1	8	-0.2	8	2.0
66	Oc1ccccc1-c1csc(Nc2ccccn2)n1	-8	-0.1	-79	7.6*
67	O=S(=O)(Nc1ccc2c(c1)OCCO2)c1ccc(Cl)cc1	5	0.0	-8	-0.5
68	COCCC(=O)NC(C)c1nnc2n1CCN(Cc1ccc3cccc(OC)c3n1)CC2 (stereo not given)	9	0.1	7	0.5
69	CC(NC(=O)c1cccs1)C(c1cccs1)N1CCN(c2ccccc2F)CC1 (stereo not given)	22	0.6	8	-0.6
70	Cc1sc2c(c1C)C(=O)NC(c1ccccc1)N2 (stereo not given)	5	0.0	-24	-0.6
71	CS(=O)(=O)N(CC(=O)NC1CCCCCC1)c1cc(Cl)cc(Cl)c1	4	-0.3	5	2.3
72	O=C(CSc1nnc2scc(-c3ccc(F)cc3)n12)NCc1cccnc1	10	0.0	5	-0.2
73	O=C(COC(=O)C1CCC(=O)N1)Nc1cccc2c1C(=O)c1ccccc1C2=O (stereo not given)	23	1.1	-6	-1.1
74	COc1cccc(-c2nnc(Nc3nc4ccc(OC)cc4s3)o2)c1	-10	0.2	1	-0.6
75	COc1ccc(N=C2NC(=O)/C(=C\c3ccc(OCc4ccccc4C#N)c(OC)c3)S2)cc1	-4	-0.1	-15	-1.3
76	CCOc1cc(CN2CCOc3ccc(C(O)c4cccnc4)cc3C2)ccc1OC (stereo not given)	11	-0.1	-1	-0.6
77	O=C(Nc1c(C(=O)C2CC2)oc2ccc(Cl)cc12)c1ccc(C(F)(F)F)cc1	0	-0.1	0	-0.3
78	CC(=O)c1cccc(-c2ccc(OCCCc3ccccn3)nc2)c1	5	-0.1	-50	3.0
79	CCc1nnc2nc(-c3ccc(NC(=O)C4CCOC4)cc3)cn2c1CC (stereo not given)	7	-0.1	2	0.0
80	Cc1cc(N2C(=O)NC(=O)/C(=C/c3cc(C)n(C)c3C)C2=O)ccc1Br	-31	0.0	-7	0.5
81	c1ccc(C2Nc3ccccc3C(c3ccccc3)(c3ccccc3)O2)cc1 (stereo not given)	-1	-0.2	-6	0.3
82	COc1ccc(N2CCN(C(=O)c3cnn4c(C)c(Cc5ccc(C)cc5)c(C)nc34)CC2)cc1	1	-0.3	-2	1.2
83	CCNC1CCN(c2cccc(NS(=O)(=O)CC)c2)CC1	-4	-0.2	6	2.3
84	Clc1ccc(-c2csc3ncnc(N4CCN(Cc5ccc6c(c5)OCO6)CC4)c23)cc1	-3	0.1	2	-1.1
85	COc1ccc(S(=O)(=O)NCc2ccc(C(=O)NCc3ccc(C)cc3)cc2)cc1	8	0.0	-1	-0.6
86	O=C(CSc1nc(=O)n(CC2CCCO2)c2c1CCC2)NCc1ccccc1 (stereo not given)	6	-0.1	4	0.6
87	COc1ccc(/C=C2/C(=O)N(C)C(=O)N(c3ccccc3)C2=O)cc1O	3	0.0	-4	0.1
88	CC(C)(C)SCCNC(=O)c1ccc(I)cc1	4	0.0	-73	1.6
89	CCNCCC1CCC(=O)N1Cc1nc(-c2ccccc2)cs1 (stereo not given)	-3	0.3	3	-0.3
90	COc1ccc(C2CC(C(F)(F)F)n3nc(C(=O)Nc4ccc(Cl)cc4C(F)(F)F)cc3N2)cc1 (stereo not given)	10	-0.1	7	0.5

Of the compounds above, two contain a tert-butyl group.
#	Molecule	MITF primary	FBW7 activator	TEAD-YAP inh	GPR151 activ
34	CC(C)(C)NC(=O)N1CCC2(CC1)OCc1ccccc1O2	15	1.1	12	1.6
88	CC(C)(C)SCCNC(=O)c1ccc(I)cc1	4	0.0	-73	1.6

Continued:
#	Molecule	MITF primary	FBW7 activator	TEAD-YAP inh	GPR151 activ
91	COC(=O)C1CCN(S(=O)(=O)c2cc3c4c(c2)CC(=O)N4CCC3)CC1	9	0.1	1	-0.3
92	CC(C)CC(=O)N1CCC2(CCC(CNC(=O)c3cccc(-n4cccn4)c3)O2)CC1 (stereo not given)	3	0.3	4	1.9
93	COc1ccccc1NC(=O)COc1c(C)ccc(C)c1C	-1	-0.1	-11	0.4
94	COCC(C)NC(=O)c1ccc(C)c(C)c1 (stereo not given)	21	0.2	-1	-1.9
95	COc1ccc(C(=O)Nc2n[nH]c(C(F)(F)F)n2)cc1	-5	0.3	-4	0.6
96	CC(C)S(=O)(=O)Nc1ccc2c(c1)CN(C(=O)c1ccco1)CC2	12	-0.1	6	0.1
97	O=C1CCN(C(=O)c2ccc(OC3CCN(CCc4ccccc4)CC3)cc2)CCN1	4	0.1	6	0.6
98	O=C(CCCN1C(=O)c2cccc3cccc(c23)C1=O)NCCCO	-6	-0.1	-6	-1.6
99	CCNC(=O)Nc1cc2nc(C)n(Cc3ccc(-c4ccccc4)cc3)c2nc1C	13	-0.1	2	0.9

From PubChem BioAssay
